Compound activity deposited in PubChem by several laboratories.
Runt-SMMHC FRET – inhibitors of RUNX1 Runt–CBFb-SMMHC binding, primary screen, biochemical, FRET, Cerulean-Runt, Venus-CBFb-SMMHC, uHTS; inhibition, % at 20 µM; Cerulean-Runt/Venus-CBFb-SMMHC FRET ratio 530/480, 1 h; AID 1434, 2008; Runt-related transcription factor 1 (Homo sapiens) + Core-binding factor subunit beta …; 220,000 tested, 0.74% active;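 active = mean inhibition across duplicate retests at 20 µM reaching about 50%, limit read from the data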;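 also: 0% = DMSO wells and 100% = wells with excess untagged CBFb-SMMHC; inhibitors lower the FRET ratio by blocking Runt binding to CBFb-SMMHC; some results filed as inactive read as strong as hits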
Hck-Nef inh – inhibitors of Nef-activated human Hck kinase, primary screen, biochemical, Z-Lyte FRET, 384-well, Hck-YEEI. Tyrosine-protein kinase HCK (Homo sapiens), P08631. 220,000 tested, 0.68% active. Recombinant Hck-YEEI plus Nef, Z-Lyte FRET kinase assay. inhibition, % at 20 µM;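 active = Hck-Nef kinase inhibition above about 50%, limit read from the data; inactive = inhibition below that limit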;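 also: 0% = DMSO with Hck plus Nef and 100% = Hck alone without Nef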
Target sequence (P08631 whole entry, looked up): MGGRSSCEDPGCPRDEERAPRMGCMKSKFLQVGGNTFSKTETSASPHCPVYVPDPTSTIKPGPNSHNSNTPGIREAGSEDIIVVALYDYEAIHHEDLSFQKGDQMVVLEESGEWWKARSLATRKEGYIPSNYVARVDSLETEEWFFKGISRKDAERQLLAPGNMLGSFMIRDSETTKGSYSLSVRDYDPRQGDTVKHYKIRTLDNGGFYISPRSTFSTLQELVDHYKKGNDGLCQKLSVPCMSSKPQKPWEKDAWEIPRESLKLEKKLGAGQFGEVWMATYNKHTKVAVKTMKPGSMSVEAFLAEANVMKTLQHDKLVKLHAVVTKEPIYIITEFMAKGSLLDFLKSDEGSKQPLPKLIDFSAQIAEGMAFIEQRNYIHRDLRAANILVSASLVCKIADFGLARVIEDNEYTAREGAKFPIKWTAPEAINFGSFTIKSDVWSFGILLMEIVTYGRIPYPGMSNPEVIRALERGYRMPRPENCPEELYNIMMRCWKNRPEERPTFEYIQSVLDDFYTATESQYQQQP
RBBP9 inhibitor – human RBBP9 inhibitors, primary screen, biochemical, fluorescence polarization, FP-Rh probe, HTS | Serine hydrolase RBBP9 (Homo sapiens), O75884 | recombinant RBBP9 | inhibition, % at 7.94 µM | 220,000 tested, 0.2% active | AID 1515, 2009;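 active = inhibition above the campaign mean of all tested compounds plus 3 SD, cut at about 14% in these data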;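 also: plate controls were DMSO wells with RBBP9 for no effect and wells lacking RBBP9 protein for full effect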
Target sequence (O75884 whole entry, looked up): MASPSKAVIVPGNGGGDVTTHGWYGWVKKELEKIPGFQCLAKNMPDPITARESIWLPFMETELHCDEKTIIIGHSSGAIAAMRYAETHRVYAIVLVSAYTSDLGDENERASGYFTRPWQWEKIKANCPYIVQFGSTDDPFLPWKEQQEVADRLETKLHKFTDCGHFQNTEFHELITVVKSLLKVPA
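Test system – recombinant human RBBP9 · Input – RBBP9 2.5 µM in dispensing solution, pre-mixing · Medium – Tris buffer pH 8.0, NaCl, Pluronic · Schedule – preincubation 30 min plus labeling 45 min at 25 °C · Measured by – fluorescence polarization · Measure – % inhibition · Controls – DMSO and no-protein wells · Replicates – one well per compound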
EP2 mod – EP2 receptor modulators, cAMP readout, primary screen, cell-based, HTRF cAMP, PGE2 stimulation; induction, % at 25 µM; 260,000 tested, 0.83% active; EP2-expressing cells, cAMP HTRF FRET, PGE2 co-stimulation; Prostaglandin E2 receptor EP2 subtype (Homo sapiens), P43116;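 active = compounds whose cAMP rise, as percent of the full-agonist control response, exceeds 60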;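 also: rat C6 glioma line stably carrying human EP2 under a CMV promoter; the protocol text gives 20 µM as final concentration; 100% = response of wells given 1 µM PGE2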
Target sequence (P43116 whole entry, looked up): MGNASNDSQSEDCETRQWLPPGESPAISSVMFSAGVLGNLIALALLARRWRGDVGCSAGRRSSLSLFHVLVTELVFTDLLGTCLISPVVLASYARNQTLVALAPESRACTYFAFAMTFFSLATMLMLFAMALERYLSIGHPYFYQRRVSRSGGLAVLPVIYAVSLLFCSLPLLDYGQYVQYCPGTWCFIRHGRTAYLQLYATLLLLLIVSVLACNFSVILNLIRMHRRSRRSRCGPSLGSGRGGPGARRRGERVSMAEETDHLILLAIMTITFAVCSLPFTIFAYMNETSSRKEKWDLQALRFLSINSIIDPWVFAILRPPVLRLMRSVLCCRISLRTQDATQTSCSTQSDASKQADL
PERK inhibitor – block of dimerizer-induced PERK translation repression, primary screen, PERK inhibitor project, CHO PERK-DD cells, SEAP luminescence, HTS; Eukaryotic translation initiation factor 2-alpha kinase 3 (Homo sapiens), Q9NZJ5; CHO PERK-DD fusion, SEAP luminescence translation reporter; inhibition, % at 5.6 µM; 220,000 tested, 0.17% active; AID 1416, 2008;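 active = inhibition above the mean inhibition of all tested compounds plus 3 SD, set separately per screening campaign, cut at about 2.9% in these data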;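 also: PERK kinase domain activated by AP20187 dimerizer at 100 nM; 0% = DMSO with dimerizer and 100% = rapamycin at 8.4 µM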
Runt-CBFb FRET – inhibitors of RUNX1 Runt–CBFb binding, primary screen, biochemical, FRET, Cerulean-Runt, Venus-CBFb, uHTS. Runt-related transcription factor 1 (Homo sapiens) + Core-binding factor subunit beta …. 220,000 tested, 0.46% active. Cerulean-Runt/Venus-CBFb FRET ratio 530/480, 1 h. inhibition, % at 20 µM;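 active = inhibition over about 50% at 20 µM in the single-dose screen, limit read from the data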;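 also: 0% = DMSO wells and 100% = excess unlabeled CBFb competitor control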
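Doses: 20 µM compound in 1% DMSO | Material: Cerulean-labeled Runt domain protein | Amount: Each fluorescent fusion protein 100 nM | Schedule: Two 1 h room-temperature incubations shielded from light | Measured by: FRET fluorescence | Evaluation: Loss of energy transfer signal | Controls: Unlabeled CBFb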
zVAD death inh – inhibitors of zVAD-triggered necroptosis, primary screen, L929 cells | L929 zVAD necroptosis rescue, ATP luminescence, 24 h; with zVAD 60 µM | viability rescue, % at 10 µM | 220,000 tested, 0.38% active | AID 1377, 2008;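 active = activation, scaled between plate controls, above about 75%, limit read from the data; inactive = activation under that limit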;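 also: 0% = zVAD with DMSO and 100% = DMSO alone without zVAD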
EP2 antag – human EP2 receptor antagonists, primary screen, TR-FRET cAMP, C6 glioma cells; C6 glioma cells expressing human EP2; cells stimulated with saturating PGE2; 260,000 tested, 0.52% active; inhibition, % at 25 µM; AID 1422, 2008;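 active = percent inhibition above 40 after rounding to a whole number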;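 also: rat C6 glioma host cells with rolipram phosphodiesterase inhibitor present; the protocol text gives 20 µM as final concentration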
TNF necrop inh – inhibitors of TNF-alpha triggered necroptosis, primary screen, cell-based, Jurkat FADD-/-, single concentration; Jurkat FADD-/- TNF necroptosis rescue, ATP luminescence, 24 h; 0 = TNF only, 100 = no-TNF cells; activation (protection from cell death), % at 10 µM; 220,000 tested, 0.068% active; AID 463075, 2010;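 active = activation, meaning protection from cell death, of at least 50% relative to plate controls; inactive = activation below 50%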;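 also: necroptosis triggered by 40 ng/mL TNF-alpha added together with compound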
Starred values were filed as active, the others as inactive; / = no result given; & = joins results of further samples. These rows are one share of the data; the hit share may differ from the screen's.

SMILES	Runt-SMMHC FRET	Hck-Nef inh	RBBP9 inhibitor	EP2 mod	PERK inhibitor	Runt-CBFb FRET	zVAD death inh	EP2 antag	TNF necrop inh
Nc1cc(=O)nc(SCc2ccccc2)n1Cc1ccco1	2	1	-2	5	1.0	8	-0.3	6	-2.0
COc1ccc(-c2noc(=O)n2Cc2cc(C)ccc2C)cc1	/	17	-6	51	0.3	/	0.1	5	-5.0
COc1ccc(NC(=S)Nc2ccccc2OC)c(OC)c1	-5	-13	2	-19	0.6	10	0.4	6	-9.3
CCn1c2ccccc2c2cc(NC(=O)C(C)Oc3ccc(OC)cc3)ccc21 (stereo not drawn)	3	0	-5	-32	-0.3	-2	-0.1	-3	-1.7
O=C(COc1ccccc1)OCc1csc(Nc2ccccc2)n1	-16	1	-9	20	-0.8	-4	0.0	5	-0.5
CCN(CC)S(=O)(=O)c1cccc(NC(=O)c2ccc(C#N)cc2)c1	0	25	-6	-35	-0.7	1	-0.9	1	-0.9
COC(=O)Cn1nnc(N2CCOCC2)n1	0	9	2	-5	1.5	0	-0.2	6	0.2
Fc1ccc(NC(=S)Nc2cccnc2)c(Cl)c1	2	3	-4	-14	0.5	6	0.7	5	-1.0
O=c1c2cnn(-c3ccccc3)c2ncn1Cc1cccc(Cl)c1	-6	-1	-4	7	1.2	-1	1.2	13	2.1
NS(=O)(=O)c1ccc(NC(=S)NC(=O)C2CCCCC2)cc1	0	27	0	-29	-0.1	2	6.4	10	1.2
O=c1c2ccccc2nnn1CSc1nnc(-c2cccnc2)n1-c1ccccc1F	-3	0	-5	0	-0.7	-2	1.8	10	-0.9
CCOC(=O)C1=C(C)C2C3C(=O)N(c4ccccc4C)C(=O)C3C1(C)C1C(=O)N(c3ccccc3C)C(=O)C21 (stereo not drawn)	2	0	-9	4	-0.5	-3	0.6	2	0.4
COc1ccccc1NC(=O)c1ccccc1NC(=O)c1cc(Cl)ccc1NC(=O)c1ccco1	0	2	-1	42	-0.9	-3	-0.2	4	-0.6
Cc1cc(NS(=O)(=O)c2ccc3c(c2)OCCO3)no1	-2	11	0	18	0.3	0	0.3	8	2.5
O=C1CC(N2CCCCC2)C(=O)N1c1ccccc1 (stereo not drawn)	3	-11	0	19	0.8	-1	0.3	23	1.9
CCCc1ccc(OCCNC(C)=O)cc1	/	-2	1	14	-0.1	/	-0.1	9	-0.4
COc1cc(OC)cc(-c2nc(-c3cccs3)no2)c1	0	6	-7	10	0.5	0	0.1	-2	-0.9
Cc1nc2ccccc2n1CC(O)Cn1c(C(F)(F)F)nc2ccccc21 (stereo not drawn)	2	-1	-2	-14	-0.6	1	-0.2	9	-0.7
COc1cc(-c2noc(CCCC(=O)NCc3ccco3)n2)cc(OC)c1OC	0	3	-1	4	-0.2	0	-0.5	7	0.8
Cc1cc(/C=C(\C#N)C(=O)O)c(C)n1-c1ccc(Br)cc1	-2	27	-2	-9	1.1	-4	0.1	6	0.3
O=c1cc(CSc2nnc3ccccn23)c2c(ccc3ccccc32)o1	2	8	-11	3	0.0	10	-0.6	12	0.0
O=S(=O)(Nc1nc2ccccc2nc1Cl)c1ccc(Cl)cc1	0	1	-3	32	1.1	-1	0.2	10	1.0
Cc1csc2nc(CNC(=O)c3cccc(C(F)(F)F)c3)cn12	-1	0	-7	1	-0.5	1	0.0	12	-0.6
COc1ccc(CC(=O)Nc2cc(S(=O)(=O)N3CCCCC3)ccc2N2CCN(C)CC2)cc1	-3	8	3	-4	-0.8	-3	0.3	4	2.1
CCOC(=O)N1CCN(C(=O)c2cn(C)c3ccc(S(=O)(=O)N4CCCC4)cc3c2=O)CC1	3	-1	-9	14	1.7	-1	2.5	5	2.1
Cc1ccc(C(=O)n2nnc3ccccc32)cc1	/	5	-9	/	0.7	/	-1.0	2	-2.0
O=C(Nc1cnccn1)c1cccs1	-5	-12	-2	1	-0.4	0	-0.2	5	-0.3
COC(=O)c1[nH]c2ccc(F)cc2c1NC(=O)CCN1CC(C)OC(C)C1 (stereo not drawn)	2	-4	-10	2	-0.6	-1	-0.1	16	-0.9
Cc1ccc(Cl)cc1NC(=O)C1CCCCC1C(=O)O (stereo not drawn)	0	5	-8	33	0.8	2	1.2	3	0.1
CSCCC(NC(=O)C12CC3CC(CC(C3)C1)C2)C(=O)OCC(=O)c1ccc(C)cc1 (stereo not drawn)	-8	-1	4	15	1.3	-1	0.9	7	1.0
O=C(NCC(=O)N(Cc1cccs1)C(C(=O)NC1CCCC1)c1cccnc1)c1ccco1 (stereo not drawn)	-5	12	9	35	0.2	1	-0.4	11	-0.5
C=CCNC(=O)/C(C#N)=C/c1ccccc1[N+](=O)[O-]	-44	3	-1	-3	0.3	-5	-0.7	9	-6.0
Cc1ccc2oc(=O)c3cnn(CC(=O)N4CCCCC4C)c3c2c1 (stereo not drawn)	1	-1	-8	49	0.1	-2	1.8	12	1.0
Cc1cccc(/C=C/C(=O)c2ccc(NC3=NCCCS3)cc2)c1	-5	1	-4	-12	0.1	0	0.6	13	-2.9
N#Cc1c[nH]n2c(=O)cc(Cc3ccccc3)nc12	0	1	-3	12	0.8	1	0.1	7	-1.5
COc1cccc(C(=O)NNC(=O)c2ccccc2Br)c1	-1	-1	-12	7	0.3	-2	0.2	9	-1.7
COc1ccc(CNC(=O)CN(c2ccccc2)S(=O)(=O)c2ccccc2[N+](=O)[O-])cc1	1	22	-6	40	-0.1	-2	4.3	4	0.6
Cc1cccc(CS(=O)(=O)Cc2ccc(C(=O)NCc3cccnc3)o2)c1	-6	1	-9	6	-0.1	1	2.5	-4	0.1
c1cnc(-c2noc(CN3CCN(C4CCCC4)CC3)n2)cn1	-1	18	1	8	2.0	1	2.8	7	0.9
O=C(O)C1CCCN1C(=O)Nc1ccc(Cl)cc1 (stereo not drawn)	5	2	-4	30	0.0	-2	/	7	0.2
Cc1nn(-c2ccc(F)cc2)c(C)c1NS(=O)(=O)c1ccc2ccccc2c1	0	1	-6	-26	-0.1	2	-0.1	6	0.3
COc1ccc(C2CCCN2C(=S)Nc2ccc(C)c(C)c2)cc1OC (stereo not drawn)	0	-5	-6	14	1.9	-4	0.4	2	1.2
CCOCCCNC(=O)CSc1ccccc1	3	0	-2	14	0.1	1	0.1	7	-0.2
CSc1oc(-c2ccccc2)nc1C(N)=O	/	-3	2	14	0.4	/	0.1	10	-1.3
CCS(=O)(=O)CCSc1nc2ccccc2s1	0	-1	-10	22	-1.2	0	-0.1	22	-2.2
O=C(CCOc1ccccc1)NCC(c1ccco1)N1CCCCC1 (stereo not drawn)	0	2	-4	-9	-0.3	0	0.2	4	0.9
O=C(N/N=C/c1ccc(Br)cc1)c1ccc(F)cc1	4	4	-3	6	0.5	1	0.7	2	0.1
CCOC(=O)n1c(=O)n(Cc2ccccc2)c2ccccc21	-2	0	-10	21	0.6	0	-0.2	11	-4.4
Cc1ccc(C2CC(=O)N3CN(c4ccc(Br)cc4)CSC3=C2C#N)o1 (stereo not drawn)	17	1	6	5	0.5	15	-0.3	11	-5.0
O=C(CCN1CCN(c2ccccc2)CC1)N/N=C/c1ccccc1OC(F)F	5	-11	-2	-40	0.5	0	1.6	1	0.9
CSCCCNC(=S)N1CCN(S(=O)(=O)c2cccc(C(F)(F)F)c2)CC1	2	2	-7	-8	-0.3	-3	1.1	7	2.9
CCN1C(=O)/C(=C/N2CC(C)CC(C)C2)SC1=S (stereo not drawn)	-2	2	-6	-7	-0.5	1	0.6	13	15
Cc1cccc(NC(=S)N(CCN(C)C)C(C)c2cccnc2)c1 (stereo not drawn)	-2	-16	-3	-28	0.7	1	2.0	3	1.2
CC(C)(C)OC(=O)N1CCOCCOCCNCCOCCOCC1	2	6	-8	5	0.4	-1	-0.9	-7	-1.8
Cc1nc(NCCCN2CCOCC2)c2oc3ccccc3c2n1	1	-1	2	-17	-1.0	/	-0.1	0	0.6
CC(NC(=O)c1cncc(Br)c1)c1ccc(S(N)(=O)=O)cc1 (stereo not drawn)	-1	1	-4	-9	1.2	0	0.2	4	1.4
COc1ccc(CCNC(=O)Cc2cccs2)cc1	-1	0	1	2	0.1	0	0.1	6	2.5
COc1cc(OC)cc(C(=O)OCC(=O)Nc2ccc(N3CCCCC3)cc2)c1	1	-1	0	15	1.4	1	-0.3	4	0.5
CCOC(=O)C(C)c1ccc2cc(OC)ccc2c1 (stereo not drawn)	3	0	-11	-15	0.2	-1	0.2	9	2.7
Cc1ncsc1CCC(=O)N1CCCC(C(=O)c2cccc(Cl)c2)C1 (stereo not drawn)	0	19	-6	-22	-0.1	0	0.2	6	-0.2

Whole records, looked up by structure:
`COC(=O)Cn1nnc(N2CCOCC2)n1` across the screens: Runt-SMMHC FRET = 0; Hck-Nef inh = 9; RBBP9 inhibitor = 2; EP2 mod = -5; PERK inhibitor = 1.5; Runt-CBFb FRET = 0; zVAD death inh = -0.2; EP2 antag = 6; TNF necrop inh = 0.2
`COc1ccccc1NC(=O)c1ccccc1NC(=O)c1cc(Cl)ccc1NC(=O)c1ccco1` across the screens: Runt-SMMHC FRET = 0; Hck-Nef inh = 2; RBBP9 inhibitor = -1; EP2 mod = 42; PERK inhibitor = -0.9; Runt-CBFb FRET = -3; zVAD death inh = -0.2; EP2 antag = 4; TNF necrop inh = -0.6

Next section.
SMILES	Runt-SMMHC FRET	Hck-Nef inh	RBBP9 inhibitor	EP2 mod	PERK inhibitor	Runt-CBFb FRET	zVAD death inh	EP2 antag	TNF necrop inh
COC(=O)c1ccc(NC(=S)NCCCn2ccnc2)cc1	3	22	-5	-58&-11	-0.1	0	40	9&3	-0.5
Cc1ccc(Cl)cc1N1CCN(C(=O)C2CCN(c3nnc(-n4cccc4)s3)CC2)CC1	-4	2	-1	22	-0.2	-2	6.8	6	-7.6
O=C(NCCN1CCCCC1)c1ccc(=O)oc1	0	0	1	-7	0.0	-2	0.7	4	0.4
Cc1ccc(Cn2cccc2C2=NC(C)CO2)cc1 (stereo not drawn)	1	-1	-3	44	-0.7	2	0.4	12	1.0
Cc1nc2scc(-c3ccc(Cl)cc3)c2c(=O)n1N	2	22	-4	30	0.2	-2	0.1	6	-0.9
